PolyA inhibitor – polyadenylation inhibitors in yeast reporter cells, primary screen, luminescence, S. cerevisiae; S. cerevisiae SKY197-pL101 polyadenylation reporter, beta-gal luminescence; efflux-impaired pdr1/pdr3 knockout yeast; score 100 = 6 SD above DMSO; calls only at 12 µM; hit rate 0.02% among 300,000; AID 1875, 2009;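 active = lowest replicate activity score at least 50, where 100 means six control SD above control mean; inconclusive = lowest score under 50 but half or more replicates reach 50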;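 note: yeast exposed to compound for 9 h at 30 °C; higher score means more reporter readthrough which indicates perturbed polyadenylation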
HSP90 refold inh – HSP90 inhibitors, primary screen, cell lysate, luminescence; Rabbit reticulocyte lysate, luciferase refolding luminescence, 3 h; inhibition, % at 5.6 µM; hit rate 0.91% among 290,000; AID 1789, 2009;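 active = inhibition above the screen-wide mean plus 3 SD, computed separately per campaign, cut at about 16% in these data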;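 note: 0% = DMSO wells and 100% = 60 µM geldanamycin wells; inhibitors lower the luminescence because luciferase stays unfolded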
GSK3A inh – blockers of GSK3A enzyme activity – biochemical, luminescence, cell-free homogeneous, HTS, primary screen | Glycogen synthase kinase-3 alpha (Homo sapiens), P49840 | hit rate 0.1% among 320,000 | GSK-3 alpha kinase, ADP-Glo luminescence, 60 min | inhibition, % at 10 µM;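 in the data active = inhibition above about 50%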;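 note: GST-tagged GSK-3 alpha with peptide substrate and 25 µM ATP; 0% = DMSO neutral wells and 100% = GW8510 positive control wells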
Target sequence (P49840 whole entry, looked up): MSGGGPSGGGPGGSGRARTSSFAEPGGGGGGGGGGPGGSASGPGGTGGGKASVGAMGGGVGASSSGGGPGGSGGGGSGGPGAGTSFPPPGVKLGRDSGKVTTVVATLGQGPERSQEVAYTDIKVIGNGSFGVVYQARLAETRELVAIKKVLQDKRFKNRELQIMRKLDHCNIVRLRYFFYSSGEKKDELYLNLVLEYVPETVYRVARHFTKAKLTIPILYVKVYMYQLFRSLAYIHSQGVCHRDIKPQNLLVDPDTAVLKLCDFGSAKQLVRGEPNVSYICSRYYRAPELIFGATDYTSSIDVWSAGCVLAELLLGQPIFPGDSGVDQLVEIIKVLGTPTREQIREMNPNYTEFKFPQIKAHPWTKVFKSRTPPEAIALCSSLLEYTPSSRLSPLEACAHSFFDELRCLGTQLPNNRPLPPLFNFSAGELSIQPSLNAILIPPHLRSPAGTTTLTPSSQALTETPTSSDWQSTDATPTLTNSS
HSF-1 act – HSF-1 activators, primary screen, NIH3T3-HGL cells, MG132 stress, luminescence, single point | NIH3T3-HGL HSF-1 luciferase reporter, 8 h; 100% = twice DMSO control signal | AID 504408, 2011 | hit rate 1.7% among 300,000 | activation, % at 9 µM;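 active = mean replicate activation of at least 50% with a set share of replicates each reaching 50%; inconclusive = only one of those two conditions met; inactive = mean below 50% and too few replicates reaching it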;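 note: 0% = median of the neutral control wells and 100% = twice that signal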
Platelet DG rel – inhibitors of platelet dense granule secretion, primary screen, cell-based, MLPCN, human platelets; human platelet-rich plasma, SFLLRN dense granule ATP release, luminescence; inhibition, %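 (compounds screened at 7.5 µM in platelet-rich plasma)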; hit rate 0.22% among 300,000; AID 1663, 2009;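 active = mean replicate score, as percent of positive control, at or above 50; inconclusive = mean below 50 but at least one replicate at or above 50; inactive = mean and every replicate below 50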
DYRK1A inh – rat Dyrk1A kinase inhibitors, primary screen, biochemical, single point, plate reader; Dual specificity tyrosine-phosphorylation-regulated kinase 1A (Rattus norvegicus), Q63470; ADP-Glo luminescence, NFATc1 peptide; inhibition, % at 12.5 µM; hit rate 0.43% among 310,000; in the data active = inhibition above about 50%;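 note: plate controls were vehicle with enzyme for no effect and no enzyme for full effect; many of its hits are not listed in these tables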
GSK3beta inhib – human GSK3beta kinase inhibitors, primary screen, biochemical, cell-free homogeneous, HTS. Glycogen synthase kinase-3 beta (Homo sapiens), P49841. GST-GSK3beta kinase, ADP-Glo luminescence, 60 min; active compounds read low. activity score (negative = inhibition), % at 10 µM. hit rate 0.038% among 300,000;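 active = more than half of replicate wells score below -50%, meaning over 50% inhibition versus plate controls; inconclusive = some replicates but at most half score below -50%; inactive = no replicate scores below -50%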;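 note: 0% = median DMSO wells and -100% = median GW8510 positive control wells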
Target sequence (P49841 whole entry, looked up): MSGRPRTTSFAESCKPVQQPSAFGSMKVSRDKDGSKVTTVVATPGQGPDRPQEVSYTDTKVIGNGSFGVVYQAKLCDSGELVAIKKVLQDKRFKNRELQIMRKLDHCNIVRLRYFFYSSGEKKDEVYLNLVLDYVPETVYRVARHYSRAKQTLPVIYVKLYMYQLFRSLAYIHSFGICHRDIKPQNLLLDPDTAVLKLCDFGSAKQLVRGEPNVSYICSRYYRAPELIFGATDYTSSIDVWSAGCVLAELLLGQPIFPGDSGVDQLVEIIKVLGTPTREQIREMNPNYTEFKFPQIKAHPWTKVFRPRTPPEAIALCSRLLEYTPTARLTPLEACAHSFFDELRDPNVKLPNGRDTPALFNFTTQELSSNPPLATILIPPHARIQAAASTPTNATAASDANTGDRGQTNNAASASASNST
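Test system: GST-fused GSK3beta enzyme, cell-free | Quantity: 1.6 ng GST-GSK3beta enzyme per well | Reagent: 25 µM ATP with peptide substrate | Schedule: 60 min enzyme reaction, room temperature | Signal: Luminescent ADP-Glo measurement of ADP formed | Read-out basis: Score relative to plate controls | Control set: DMSO and 20 µM GW8510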
HSF1 inh – HSF1 inhibitors in luciferase reporter cells, primary screen, cell-based, NIH3T3, luminescence | AID 2098, 2009 | NIH3T3-HGL HSE-luciferase, MG132-induced, luminescence 8 h; active compounds read low | activity change, negative = inhibition, % at 7.5 µM (by protocol) | hit rate 0.77% among 300,000;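 active = more than half of replicate wells show activity change below -50%, luminescence cut by over half; inconclusive = some wells, but at most half, below -50%; inactive = no replicate well below -50%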;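 note: luciferase reports HSF-1 transcriptional activity via heat shock element; 0% = median of DMSO wells and -100% = zero luminescence signal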
HDAC3 inh – HDAC3 deacetylase inhibitors, primary screen, biochemical, fluorescence, cell-free homogeneous | hit rate 0.15% among 320,000 | AID 2718, 2010 | inhibition, % at 8.3 µM | recombinant HDAC3, fluorogenic peptide/trypsin coupled; in the data active = inhibition above about 26%, passing the limit was not always enough; inconclusive = no clear call, values can overlap the other calls
AI-2 QS modul – Vibrio harveyi AI-2 quorum sensing modulators, primary screen, JMH597 strain, luminescence/OD600 ratio; Vibrio harveyi JMH597 AI-2 luminescence/OD600 ratio, 9 h; active compounds read low; strain lacks LuxN and CqsS sensors; 0 = neutral-control median; activity change, % at 7.5 µM; hit rate 0.4% among 300,000; in the data active = activity change below about -75%, passing the limit was not always enough; inconclusive = no clear call, values can overlap the other calls;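 note: luminescence divided by OD600 gain over 9 h not by final OD600 alone; inactives centre near 13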
An asterisk follows results filed as active; i = inactive; ? = inconclusive; / = no result given.

#	GSK3A inh	GSK3beta inhib	HSP90 refold inh	HSF1 inh	AI-2 QS modul	HSF-1 act	DYRK1A inh	PolyA inhibitor	Platelet DG rel	HDAC3 inh	SMILES
1	/	3	-6	21	10	35	-12	i	32	/	N#C/C(=C/c1ccc(N2CCOCC2)o1)C(=O)Nc1ccccc1
2	2	-3	4	4	13	-2	/	i	-1	2	COc1ccc(NC(=S)Nc2ccccc2)c(OC)c1
3	3	-4	-1	4	0	11	-3	i	-1	-1	Cc1cc(F)ccc1NC(=S)NCCc1ccccc1
4	-6	-7	0	-71*	6	-77	-1	i	0	-16	O=C(CNC(=S)N(CCCN1CCOCC1)Cc1cccs1)NCc1ccccc1Cl
5	5	-4	-3	-5	11	-19	-5	i	-1	0	CSC(=NS(=O)(=O)c1ccccc1)SC
6	-2	-26	-2	-4	9	21	4	i	-59	-5	Cc1ccc(-c2csc(NC(=O)c3cc([N+](=O)[O-])ccc3N3CCOCC3)n2)cc1
7	2	-6	-1	-6	-14	2	/	i	-5	16	O=[N+]([O-])c1cnccc1Nc1ccc(Cl)cc1
8	-2	2	5	3	5	18	/	i	11	7	COc1ccc(OC)c(C2=NS(=O)(=O)N(C)C(C(=O)NCc3cccs3)=C2)c1
9	-2	-1	-5	1	9	5	0	i	10	7	CCOC(=O)Cc1nnc(NC(=O)CSc2ncc(-c3ccccc3)nn2)s1
10	-2	5	-1	-8	0	-6	0	i	-8	3	Cc1cccc(Nc2cnn(C34CC5CC(CC(CC(=O)O)(C5)C3)C4)c(=O)c2Cl)c1
11	-3	2	2	-3	44	-7	/	i	2	-3	CC(=O)Oc1ccc(C23CC4CC(CC(C4)C2)C3)cc1C(=O)O
12	-3	-1	4	-3	-1	-21	28	i	0	-7	Cc1cc(N)c2cc(NC(=O)/C=C/c3ccccc3Cl)ccc2n1
13	-1	1	7	7	-13	-7	/	i	-2	2	COc1cccc(/C=C2\SC(=O)N(CC(=O)NC3CCS(=O)(=O)C3)C2=O)c1 (centres undefined)
14	-4	-3	2	-29	17	-45	-3	i	1	-1	COC(=O)c1ccc(Oc2c(F)c(F)nc(N3CCOCC3)c2F)cc1
15	-1	0	1	-12	18	-3	5	i	-3	0	COc1ccc(CCNC(=O)CCCN2C(=O)c3ccccc3C2=O)cc1OC
16	4	-2	4	-10	6	-8	-12	i	8	0	Cc1ccc(S(=O)(=O)NC(=O)Nc2ccc(F)cc2)cc1
17	-2	0	1	-2	7	7	-8	i	-6	-4	CCn1c2ccccc2c2cc(N=C3SC(CC(=O)Nc4ccccc4OC)C(=O)N3C)ccc21 (centres undefined)
18	/	2	-4	-2	16	-3	-11	i	2	4	Cc1ccc(C2CC(c3cccc(Br)c3)n3nc(N)nc3N2)cc1 (centres undefined)
19	8	0	-1	-3	3	-24	2	i	?	11	Cc1cc(Nc2cccc([N+](=O)[O-])c2)c2cccc(C)c2n1
20	9	3	-7	4	23	-11	-3	i	-4	-1	Cc1cc(-c2n[nH]c(=S)n2/N=C/c2ccc(Cl)c([N+](=O)[O-])c2)n[nH]1
21	-3	5	-2	19	9	32	-8	i	-2	4	Cc1ccc(OCCNc2ccc(C(F)(F)F)cc2[N+](=O)[O-])cc1
22	/	0	1	2	24	14	-2	i	4	2	CCNC(=S)NNC(=O)c1ccc(OC(F)F)cc1
23	/	0	1	2	-20	0	13	i	-5	/	O=C(CN1C(=O)CCC1=O)Nc1nc(-c2ccc(Cl)s2)cs1
24	0	-2	-8	12	-2	21	12	i	-1	13	CC1CSc2nc3sc4c(c3c(=O)n21)CCCC4 (centres undefined)
25	-3	1	-6	2	-1	4	3	i	-11	?	CCC(Sc1ccc(Cl)cc1)C(=O)Nc1nnc(-c2cccc([N+](=O)[O-])c2)s1 (centres undefined)
26	1	0	0	-12	31	-2	/	i	-15	3	COc1cc(C)nc(NC(=S)N(C)C(=O)c2ccccc2)n1
27	2	0	2	-7	19	-3	2	i	1	-1	CCC(=O)NNc1ncnc2c1cnn2-c1ccccc1
28	/	-7	-2	15	18	14	-4	i	20	2	CCN(CCCNC(=O)C1CCCN(S(=O)(=O)CC)C1)c1cccc(C)c1 (centres undefined)
29	1	-2	-2	-5	15	0	-3	i	7	-1	CCN(CCO)Cc1cn[nH]c1-c1ccc(C)c(C)c1
30	2	4	0	30	5	46	1	i	-3	6	CCOC(=O)CSc1nc2c(sc(=S)n2-c2ccccc2OC)c(=O)n1-c1ccccc1OC
31	2	4	2	5	18	0	1	i	7	-3	CCN(CC)S(=O)(=O)c1ccc(N2CCOCC2)c(NC(=O)Cc2ccccc2F)c1
32	12	-3	-5	28	-3	38	/	i	1	5	O=C(Oc1ccc2cc(Br)ccc2c1)N1CCCCCC1
33	-4	0	0	-2	-3	11	3	i	3	-4	CCOC(=O)C(CC)n1cnc2c(nnn2-c2cccc(OC)c2)c1=O (centres undefined)
34	0	-2	5	-3	22	-16	-4	i	-7	3	CCOC(=O)c1cnc2ccc(C(=O)OC)cc2c1NCCc1ccc(OC)c(OC)c1
35	/	-1	-5	-3	40	13	21	i	10	/	CCn1c(C)nc2cc(C(=O)N/N=C/c3ccc(O)c(O)c3O)ccc21
36	/	1	1	-8	-1	11	-2	i	-5	16	COc1ccc(/C=C(\NC(=O)c2ccc(C)cc2)C(=O)NCC2CCCO2)cc1 (centres undefined)
37	1	0	3	2	44	2	/	i	-8	13	CC1=C(C(=O)OC2CCC(C)CC2)C(c2ccc(O)c([N+](=O)[O-])c2)NC(=O)N1 (centres undefined)
38	-2	9	2	3	-5	7	-5	i	-5	5	CCCCNC(=O)CCCn1c(=S)[nH]c2cc3c(cc2c1=O)OCO3
39	-1	2	0	4	12	-5	4	i	7	0	Cc1cccc(NS(=O)(=O)c2ccc3c(c2)NC(=O)CO3)c1C
40	-1	2	4	-2	21	3	0	i	4	0	COc1ccccc1/C=N/NC(=O)CC(=O)NC1CCCCC1
41	-5	-3	/	-1	35	2	-15	i	2	9	O=C(O)/C(=C\c1ccc2ccccc2c1)c1cccc2ccccc12
42	0	1	0	12	10	17	4	i	2	10	Cc1nc2ccccn2c1C(=O)CSc1ccccc1
43	-3	2	-1	-2	14	-6	-9	i	10	-8	Nc1nnc(CC2=CCCCC2)s1
44	0	1	-1	6	18	5	2	i	-3	5	CC(=O)N1c2ccc(S(=O)(=O)NCC3CCC(C(=O)N(C)Cc4ccccc4)CC3)cc2CC1C (centres undefined)
45	1	-2	-3	-3	2	13	-1	i	5	4	CCOC(=O)/C(=C/c1ccc(OC)cc1)NC(=O)c1ccco1
46	-6	1	1	10	10	14	4	i	1	2	Cc1cc(C)n(-c2nnc(NC(C)(C)C)nn2)n1
47	4	-1	12	29	16	56*	4	i	6	?	COc1cc(SC)ccc1C(=O)Nc1cc(C)ccn1
48	/	2	0	-2	3	1	-4	i	1	3	CCN(CC)S(=O)(=O)c1cccc(NC2=NCC(C)S2)c1 (centres undefined)
49	-1	1	/	1	-4	7	0	i	-9	-2	Cc1ccc(OCCCCCCN2CCNCC2)cc1
50	-1	1	/	7	20	3	5	i	-4	1	O=C(NCc1nc2ccccc2[nH]1)C1=C[C@H](C2CC2)C[C@H](OCc2ccc(CO)cc2)O1
51	20	-4	1	2	33	6	-2	i	-3	-1	CCOC(=O)N1CCC(N2C(=O)c3ccc(C(=O)O)cc3C2=O)CC1
52	-3	1	-5	-9	-4	5	/	i	-8	6	CCNC(=O)C(=O)Nc1ccc(OC)c(Cl)c1
53	-4	0	-2	-7	18	-6	-3	i	-3	5	O=C(COn1nnc2ccc(Cl)cc21)NC12CC3CC(CC(C3)C1)C2
54	0	0	-2	1	-3	-8	-2	i	6	2	COc1ccc(S(=O)(=O)N2CCCC(C(=O)Nc3ccc(OC)c(OC)c3)C2)cc1 (centres undefined)
55	-1	0	-6	0	-30	4	6	i	5	5	Cc1ccc(NC(=O)c2cccc(S(C)(=O)=O)c2)cc1
56	-4	-2	9	-8	10	-12	1	i	0	2	O=C(CSc1nnc(-c2ccccc2)n1Cc1ccco1)Nc1ccc2c(c1)OCCO2
57	-1	-1	3	/	2	/	-1	i	-7	-3	CC(=O)c1ccc(NC(=O)CSCCO)cc1
58	0	-1	6	-15	6	11	5	i	-13	3	CC(Cc1ccccc1)NC(=O)/C=C/c1ccc([N+](=O)[O-])cc1 (centres undefined)
59	-3	-1	2	6	22	23	-1	i	3	1	COc1ccc(NC(=O)CSc2nnc(-c3ccccc3)n2Cc2ccco2)cc1OC

This is a subset; rates above refer to the full screens.
